Screening results deposited in PubChem BioAssay by several laboratories.
bIAP activator: intestinal alkaline phosphatase (bovine) activation; 0.17% of 200,000 active; AID 1016; purified bovine IAP, CDP-star luminescence, 30 min; stronger effect = higher value; fold of DMSO-control signal, blank-subtracted; activation factor at 20 µM;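 active = activation factor of 2 or more at 20 µM, a signal rise over negative controls twice the positive control's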
TNAP inh noacc: inhibitors of human TNAP without phosphate acceptor | purified TNAP, CDP-star luminescence, 30 min | inhibition, % at 20 µM | P05186 | 0.26% of 200,000 active;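 active = tissue-nonspecific alkaline phosphatase inhibition above about 50% at 20 µM in the single-dose screen, limit read from the data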;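 also: 0% = DMSO negative control and 100% = EDTA positive control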
Target sequence (P05186 whole entry, looked up): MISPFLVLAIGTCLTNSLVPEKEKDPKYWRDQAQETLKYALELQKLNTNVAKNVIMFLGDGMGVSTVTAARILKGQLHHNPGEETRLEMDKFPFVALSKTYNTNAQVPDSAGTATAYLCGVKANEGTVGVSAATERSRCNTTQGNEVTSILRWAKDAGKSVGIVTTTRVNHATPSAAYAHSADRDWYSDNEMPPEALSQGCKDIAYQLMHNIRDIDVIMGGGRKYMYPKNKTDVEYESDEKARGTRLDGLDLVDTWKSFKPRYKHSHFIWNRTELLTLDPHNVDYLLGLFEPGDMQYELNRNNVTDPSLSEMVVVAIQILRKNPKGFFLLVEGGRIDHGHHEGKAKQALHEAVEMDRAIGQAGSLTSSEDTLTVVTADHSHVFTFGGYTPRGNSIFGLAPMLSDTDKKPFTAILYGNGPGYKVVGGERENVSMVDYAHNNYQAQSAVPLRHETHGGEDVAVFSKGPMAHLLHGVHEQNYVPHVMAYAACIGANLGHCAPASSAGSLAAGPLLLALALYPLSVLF
NF-kB neuron act: NF-kB expression increase, human neuronal cells; fold change at 12.5 µM; 1.6% of 190,000 active; NF-kB reporter expression; stronger effect = higher value; in the data active = fold change above about 3.3
PMI activator: activators of human phosphomannose isomerase | P34949 | purified human PMI, coupled resazurin fluorescence, 20 min; stronger effect = higher value; 1 = vehicle control, 0 substrate-free wells | activation factor at 20 µM | 0.005% of 190,000 active | AID 1214;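 active = activation factor of 2 or more at 20 µM, relative to plate controls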
Target sequence (P34949 whole entry, looked up): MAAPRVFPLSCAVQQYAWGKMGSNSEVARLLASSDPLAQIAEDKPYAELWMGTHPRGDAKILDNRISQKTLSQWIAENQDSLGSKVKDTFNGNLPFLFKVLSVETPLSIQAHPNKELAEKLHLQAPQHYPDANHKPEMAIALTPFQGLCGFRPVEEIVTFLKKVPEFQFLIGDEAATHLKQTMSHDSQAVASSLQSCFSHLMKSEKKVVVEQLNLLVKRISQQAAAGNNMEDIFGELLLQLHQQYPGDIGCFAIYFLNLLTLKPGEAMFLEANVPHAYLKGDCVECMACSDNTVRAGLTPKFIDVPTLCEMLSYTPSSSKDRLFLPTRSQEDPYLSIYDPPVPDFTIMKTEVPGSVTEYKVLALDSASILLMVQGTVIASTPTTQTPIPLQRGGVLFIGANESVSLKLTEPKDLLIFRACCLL
APP 5'UTR act: activates APP 5'UTR luciferase reporter; SH-SY5Y APP 5'UTR luciferase reporter, luminescence; zero percent = DMSO vehicle wells; activation, % at 2 µM; 1% of 190,000 active;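 active = activation above a set limit, based on mean plus 3 SD of controls, cut at about 140% in these data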; also: values of inactives mirror those of a sister screen read the other way
FLuc inhib CS: inhibits firefly luciferase, flagging false hits in luciferase inhibition screens; ATPLite firefly luciferase biochemical luminescence, 10 min; 1.5% of 200,000 active; P08659; inhibition, % at 10 µM; AID 1006;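 active = inhibition above about 50% when tested at 10 µM, limit read from the data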
FLuc act counter: firefly luciferase counter-screen for stimulation assays | P08659 | ATPlite luciferase biochemical, luminescence, 10 min; 0 = ATP-free wells, 1 = DMSO control | activation factor at 10 µM | 200,000 tested, under 10 active | AID 1027;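 active = luciferase activation factor, scaled between plate controls, of at least 2 with compound at 10 µM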
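Assay system: Luciferase/luciferin detection reagent, cell-free biochemical luciferase assay / Also added: ATP substrate / Schedule: 10 min at ambient temperature / Measured by: luminescence measurement of luciferase light output / Benchmarks: low control with PBS replacing ATP, high control enzyme plus ATP without compound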
PMI act satM6P: increases human PMI activity with near-saturating mannose 6-phosphate; coupled PMI enzyme assay, resazurin fluorescence, 20 min; stronger effect = higher value; 1 = untreated enzyme, 0 = substrate-free blank; activation factor at 20 µM; 0.34% of 190,000 active;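 active = activation factor of 2 or more at 20 µM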
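Material: human phosphomannose isomerase with PGI, G6PDH, diaphorase coupling enzymes / Reagent: Man-6-P substrate 1.0 mM / Dosing: single compound dose of 20 µM, 1% DMSO final / Incubation: enzyme reaction with compound 20 min at room temperature / Signal: resorufin fluorescence (Ex 544/Em 590 nm) from resazurin via diaphorase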
TNAP act hi DEA: TNAP (human) activation, high acceptor. P05186. purified TNAP, CDP-star luminescence, 1 M DEA, 30 min; stronger effect = higher value; 0 = EDTA background, 1 = DMSO-only activity. activation factor at 20 µM. 200,000 tested, under 10 active. AID 1136;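 active = activation factor at least 2 at 20 µM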
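Assay system: human TNAP; Input: enzyme diluted 1/800 final; Reagent: CDP-star luminogenic substrate at 100 µM final; Timing: 30 min, room temperature; Signal: luminescence; Evaluation: TNAP activation factor scaled between EDTA and DMSO control wells.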
TNAP inh hi DEA: TNAP (human) inhibition, high acceptor; P05186; purified TNAP, CDP-star luminescence, 1 M DEA; inhibition, % at 20 µM; 0.03% of 200,000 active;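 active = over 50% inhibition of tissue-nonspecific alkaline phosphatase at 20 µM in the single-dose screen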;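 also: plate controls were DMSO wells for no effect and EDTA-quenched wells as full inhibition for full effect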
Active calls of the source: *; / = no result given. This is a random part of the collection. About 3.6% of those tested had a hit in this group.

SMILES	bIAP activator	TNAP inh noacc	NF-kB neuron act	PMI activator	APP 5'UTR act	FLuc inhib CS	FLuc act counter	PMI act satM6P	TNAP act hi DEA	TNAP inh hi DEA
O=C(Nc1nc(COc2ccccc2)cs1)C1CCC1	1.1	-6	2.5	0.9	69	19	0.8	0.9	1	1
CN(C)C(=O)CCSc1nnc(-c2ccco2)o1	1	-4	1.4	1.2	7	-6	1.1	1	1	-2
CCn1c(CCCNC(=O)c2ccc(F)cc2)nc2ccccc21	0.9	-13	0.98	0.9	-1	-5	1.1	0.9	1	-1
COc1ccc(CCNC(=O)/C=C/c2cc(OC)c(OC)c(OC)c2)cc1OC	1.1	-17	1.1	1.1	22	-2	1	1.1	1	-2
CC(=O)NC(Cc1cnc[nH]1)C(=O)O (configuration not stated)	0.8	-10	0.99	1	12	-7	1.1	0.9	1.1	-9
CCNC(=O)c1nc[nH]c1C(=O)NCC	1	8	0.87	1	7	-8	1.1	1	1.1	-6
CCOCCCNC(=O)/C(C#N)=C/c1ccc(C)o1	1.1	-11	1.1	1	7	-1	1	0.9	1	-1
COc1ccc(Cl)cc1N(CC(=O)NC(C(C)C)C(C)C)S(C)(=O)=O	0.9	-10	0.98	0.9	15	-2	1	0.8	1.1	-5
O=S(=O)(Nc1cc(Sc2ncn[nH]2)c(O)c2ccccc12)c1ccccc1	1	15	0.91	0	-76	1	1	0.1	1	3
Cc1ccc(N(C(=O)C2CCCC2)C2C=CS(=O)(=O)C2)cc1C (configuration not stated)	1.1	-10	0.91	0.8	8	0	1	0.9	1	-3
O=C(OCCCN=C1NS(=O)(=O)c2ccccc21)c1ccc([N+](=O)[O-])cc1	1	-2	1.1	0.9	18	-1	1	1	1	-2
COCCCNCCCCOc1c(Cl)cc(C)cc1Br	1.1	-4	1.6	1	-7	-7	1.1	1.1	1	-5
COc1ccc(CCCc2nnc(SCc3nc4ccccc4c(=O)[nH]3)n2C)cc1C	1	-10	1.1	1.1	7	-6	1.1	1.1	1.1	-6
CN(C)S(=O)(=O)c1ccc(-c2cn3ccccc3n2)cc1	0.9	4	2.6	1.1	72	74*	0.3	1	1	2
O=C(COc1ccc(Cl)cc1)Nc1nnc(-c2ccc3c(c2)CCCC3)o1	0.7	8	1.8	1.1	1	-1	1	1.2	1	-4
COc1ccc(C(NC(=O)c2ccc(F)cc2)c2ccccc2)cc1 (configuration not stated)	0.9	-11	0.9	0.9	6	-1	1	0.9	1	0
CCc1cccc(NC(=O)NC(=O)Cn2nnc(C(=O)OC)c2C(=O)OC)c1	1.1	3	0.99	0.8	3	3	1	1	1	1
COc1ccc(-c2nc(C(N)=O)c3[nH]c(=O)n(-c4cccc(C)c4)c3n2)c(OC)c1	1.4	-57	0.63	0.9	11	-5	1	0.9	1	-4
S=C(NCc1ccco1)Nc1cc(-c2ccccc2)[nH]n1	0.9	-8	/	0.6	11	0	1	1.1	1.1	-6
C=C(C)CNC(=S)Nc1cccc(S(=O)(=O)NC2=NCCC2)c1	1.1	-13	1.2	0.9	-4	17	0.8	0.9	1	-1
COc1ccc(C(=O)N2N=C(c3ccccc3)CC2(O)C(F)(F)F)cc1 (configuration not stated)	0.8	-3	1.1	1	-7	-6	1.1	1	1	0
Cc1ccccc1CNC(=O)Nc1cccs1	1	-7	1.9	0.8	17	35	0.7	1.1	1	1
CN(C)c1nc(-c2ccccc2)c2cnn(Cc3ccccc3)c2n1	1	-30	0.87	0.9	5	-6	1.1	0.9	1.1	-14
O=C1/C(=C/c2ccncc2)CCC/C1=C\c1ccncc1	1	-8	0.18	1	-82	-3	1	1	1	0
Nc1nnnn1CC(=O)N/N=C/c1ccc(-c2cccc(Cl)c2)o1	1.1	-20	0.98	1.1	-14	-2	1	1	1	-2
CCOC(=O)C1(Cc2cccc(OC)c2)CCN(Cc2csc(C(C)=O)c2)CC1	1	-3	0.84	1	9	-4	1	1	1	0
COC(=O)c1ccc(-c2nc3cc(N)ccc3o2)cc1	0.9	-15	2.3	1	-31	83*	0.2	0.7	1	-2
COc1ccc(OC)c(NC=C2C(=O)OC(C)(C)OC2=O)c1	0.9	1	1.3	0.9	0	-2	1	0.7	1	-4
CCNC(=O)Nc1nc2ccccc2s1	1	-5	2.6	1.1	77	24	0.8	1.1	1	-1
O=C(C1=C[C@@H](C2CCCCC2)C[C@@H](OCc2ccc(CO)cc2)O1)N1CCN(Cc2ccc3c(c2)OCO3)CC1	1	-2	0.78	0.8	-12	-2	1	0.9	1	-4
Cc1cc(N2CCCC2)n2nc(C)c(-c3ccccc3)c2n1	1	-7	/	1	/	-2	1	1.1	1	-4
CC(Sc1ccccn1)C(=O)Nc1ccccc1 (configuration not stated)	0.8	-9	1.6	1.1	67	-1	1	1.1	1	-2
O=C1NC(=S)N/C1=C/c1cccc([N+](=O)[O-])c1O	0.9	30	0.86	0.9	7	5	0.9	0.9	0.7	26
Cc1sc2nc3c4ccccc4c(NCc4ccco4)nn3c(=O)c2c1C	1.1	-6	3.8*	0.8	136*	3	1	0.8	1	-2
Cc1ccc(C)c(N(C(=O)c2snc(C(N)=O)c2N)C(C(=O)NCC2CCCO2)c2cccs2)c1 (configuration not stated)	1.3	-2	1.1	0.8	-15	-6	1.1	0.9	1.1	-5
CCOC(=O)NC(Nc1nnc(C)s1)(C(=O)OCC)C(F)(F)F (configuration not stated)	1	-8	1.3	1.1	7	-7	1.1	1.1	1.1	-6
Oc1ccc(/C=N/NC2=NCCCCC2)cc1	0.9	-9	1.3	1.5	-2	-6	1.1	1.8	1.1	-6
CCOC(=O)Cn1c(=O)oc2cc(S(=O)(=O)NC3CCCc4ccccc43)ccc21 (configuration not stated)	0.8	-18	0.61	0.9	1	-2	1	1	1.1	-6
NC(=O)c1c(NC(=O)Cn2cc([N+](=O)[O-])cn2)sc2c1CCCC2	0.7	-18	1.3	1	15	-4	1	0.8	1	-4
CN(C)C=Nc1nonc1N	0.9	-2	0.88	1.1	-2	-8	1.1	1	1	-5
O=C(COC(=O)C1CCCC1)NCc1ccc(Cl)cc1	1.1	-2	1.1	1	-2	-2	1	1	1	2
O=C(CNC(=O)Cc1ccc(Cl)cc1)NCc1ccco1	1	-7	1.3	1.1	24	-10	1.1	1	1	-4
N#Cc1c2n(c(=S)n(-c3ccccn3)c1=O)CCCCC2	0.9	-16	1	1.2	35	-10	1.1	1.3	1	1
CC(=O)OC(C(=O)Nc1ccccc1)C(C)S(=O)(=O)c1ccccc1 (configuration not stated)	0.8	-5	0.96	1	-8	-5	1.1	0.9	1	-1
CCCSc1nc(C)cc(=O)[nH]1	0.9	-11	1.1	1	-5	-1	1	1	1	-2
CCn1c(SCC(=O)c2ccc(OC)cc2)nnc1C1CC1	0.9	-16	1.4	1.1	12	-2	1	1	1.1	-9
CCc1cc(C(=O)OC)c(NC(=O)CC2Sc3ccc(C(F)(F)F)cc3NC2=O)s1 (configuration not stated)	1.1	-6	1.2	0.9	6	2	1	1	1	0
CC1=NNC(=O)C1CCC(=O)N/N=C/C=C/c1ccccc1 (configuration not stated)	0.9	0	0.93	0.9	8	-2	1	0.9	1	4
Cc1ccc(N2C(=O)C3C(c4ccccc4)N4CCCN4C3(C)C2=O)cc1 (configuration not stated)	1	-6	1.2	1	-5	-3	1	1	1.1	-6
CCOCC(=O)Nc1ccc(C)c(Cl)c1	0.9	-16	1.3	1	/	0	1	1	1	0
CC(=O)Nc1ccc(S(=O)(=O)Nc2cccc(NC(=O)c3ccco3)c2)cc1	1	-6	1	1	20	-2	1	1	1	1
CC(=O)C1C(=O)C=C(c2cccs2)CC1c1ccccc1 (configuration not stated)	0.9	2	1.2	1.1	-13	-7	1.1	1.2	1	4
O=C(NCCCN1CCOCC1)c1ccc(-n2nc(C(F)(F)F)cc2-c2cccs2)cc1	1.1	2	0.74	0.9	-15	0	1	1	1	4
COCc1cnc(C)nc1N	1	-2	1.4	1.2	-23	-8	1.1	1.1	1	-4
CC(NS(=O)(=O)c1ccc(F)cc1)C(=O)NCc1ccncc1 (configuration not stated)	1	-10	1.2	1	-2	-8	1.1	1	1	-1
NC(=O)CSCc1cccc(Br)c1	1.2	-10	1.3	1	-11	1	1	1	1	-4
CCCCn1c(CCC)nc([N+](=O)[O-])c1Sc1ccc(Cl)cn1	1	-8	1.6	1	25	-3	1	1	1	1
COc1ccc(CCN2CC(C#N)=C3c4cc(OC)c(OC)cc4CCN3C2)cc1OC	1.1	-11	0.74	0.8	6	-5	1	0.8	1.1	-8
COc1ccc(OC)c(NC(=O)C(=O)NNC(=O)COc2ccc(Br)cc2C)c1	1	-121	0.9	0.9	-16	-4	1	0.9	1	-4
COc1ccc(Cl)cc1C(Nc1cccnc1)c1ccc2cccnc2c1O (configuration not stated)	1.2	-20	1	0.9	4	2	1	0.7	1.1	-5

Random excerpt: two entries already listed.
SMILES	bIAP activator	TNAP inh noacc	NF-kB neuron act	PMI activator	APP 5'UTR act	FLuc inhib CS	FLuc act counter	PMI act satM6P	TNAP act hi DEA	TNAP inh hi DEA
CC(=O)C1C(=O)C=C(c2cccs2)CC1c1ccccc1 (configuration not stated)	0.9	2	1.2	1.1	-13	-7	1.1	1.2	1	4
O=C(NCCCN1CCOCC1)c1ccc(-n2nc(C(F)(F)F)cc2-c2cccs2)cc1	1.1	2	0.74	0.9	-15	0	1	1	1	4

Further compounds.
SMILES	bIAP activator	TNAP inh noacc	NF-kB neuron act	PMI activator	APP 5'UTR act	FLuc inhib CS	FLuc act counter	PMI act satM6P	TNAP act hi DEA	TNAP inh hi DEA
O=C(CC1CC2CCC1C2)Nc1nc(-c2ccccn2)cs1 (configuration not stated)	1.4	-45	0.76	1	37	5	0.9	0.7	1	-2
CC(=O)N1CC=CC1(CC(C)C)C(=O)NCc1cc(F)cc(C(F)(F)F)c1 (configuration not stated)	1	-6	1.3	1.1	-2	-10	1.1	1.1	1	-2
COc1ccc(C(=O)NC(=S)Nc2nc(C)c(C(=O)N(C)C)s2)cc1	0.9	2	1.4	1	4	4	1	1.1	1.1	-10
Cc1ccc(N=C(NOCc2ccc(Cl)cc2Cl)c2nonc2N)c(C)c1	0.1	-17	0.92	0.9	3	-5	1.1	0.9	1.1	-5
c1ccc(-c2ccnc3nc(-n4cccc4)nn23)cc1	1	-4	0.97	1	1	-7	1.1	1	1.1	-8
CC(NC(=O)COC(=O)/C=C/c1ccco1)c1ccccc1 (configuration not stated)	1.1	-13	1.2	1.1	0	-5	1.1	1	1	0

A second format for part of the listing above.
SMILES,bIAP activator,TNAP inh noacc,NF-kB neuron act,PMI activator,APP 5'UTR act,FLuc inhib CS,FLuc act counter,PMI act satM6P,TNAP act hi DEA,TNAP inh hi DEA
O=C(CC1CC2CCC1C2)Nc1nc(-c2ccccn2)cs1 (configuration not stated),1.4,-45,0.76,1,37,5,0.9,0.7,1,-2
CC(=O)N1CC=CC1(CC(C)C)C(=O)NCc1cc(F)cc(C(F)(F)F)c1 (configuration not stated),1,-6,1.3,1.1,-2,-10,1.1,1.1,1,-2
COc1ccc(C(=O)NC(=S)Nc2nc(C)c(C(=O)N(C)C)s2)cc1,0.9,2,1.4,1,4,4,1,1.1,1.1,-10
Cc1ccc(N=C(NOCc2ccc(Cl)cc2Cl)c2nonc2N)c(C)c1,0.1,-17,0.92,0.9,3,-5,1.1,0.9,1.1,-5
c1ccc(-c2ccnc3nc(-n4cccc4)nn23)cc1,1,-4,0.97,1,1,-7,1.1,1,1.1,-8
